TDP1 cell noCPT = qHTS for Inhibitors of human tyrosyl-DNA phosphodiesterase 1 (TDP1): qHTS in cells in absence of CPT. DT40 Tdp1-/- hTDP1 cells, no CPT, ATP luminescence, 48 h. Potency, µM (highest dose often 46.2 µM), inactives show at the highest dose activity change, negative = growth inhibition, hits mostly inhibitors. 420,000 compounds, 15% hits. AID 686978, 2013; note: nearly all actives have a fitted effect of over 55% in size
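Chicken DT40 Tdp1-/- cells complemented with human TDP1, screened without camptothecin (DMSO vehicle only), 400 cells/well. Compounds pin-transferred, cells incubated at 37 °C for at least 48 hr. Growth read as ATP-dependent luminescence (CellTiter-Glo, 30 min at RT).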
TDP1 cell CPT = growth inhibition of DT40 Tdp1-/-;hTDP1 cells with camptothecin (screen for TDP1 inhibitors); chicken DT40 Tdp1-/-;hTDP1 cells + 20 nM CPT, ATP luminescence, 48 h; Potency, µM (highest dose often 46.2 µM), for inactives: top-dose activity change, negative = growth inhibition, hits mostly inhibitors; 420,000 compounds, 12% hits; note: nearly all actives have a fitted effect of over 55% in size
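Chicken DT40 Tdp1-/- cells complemented with human TDP1, 400 cells/well, exposed to compounds plus 20 nM camptothecin for at least 48 h at 37 C; viability read as ATP content by CellTiter-Glo luminescence.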
GCN5L2 inh = blocks human GCN5L2 histone acetyltransferase. GCN5L2 HAT assay, ThioGlo1 CoA-SH fluorescence. Potency, µM (doses to about 58.9 µM), without a hit: at the top dose activity change, negative = inhibition, most hits filed as inhibitors. 390,000 compounds, 0.21% hits
Target sequence (Q92830 whole entry, looked up): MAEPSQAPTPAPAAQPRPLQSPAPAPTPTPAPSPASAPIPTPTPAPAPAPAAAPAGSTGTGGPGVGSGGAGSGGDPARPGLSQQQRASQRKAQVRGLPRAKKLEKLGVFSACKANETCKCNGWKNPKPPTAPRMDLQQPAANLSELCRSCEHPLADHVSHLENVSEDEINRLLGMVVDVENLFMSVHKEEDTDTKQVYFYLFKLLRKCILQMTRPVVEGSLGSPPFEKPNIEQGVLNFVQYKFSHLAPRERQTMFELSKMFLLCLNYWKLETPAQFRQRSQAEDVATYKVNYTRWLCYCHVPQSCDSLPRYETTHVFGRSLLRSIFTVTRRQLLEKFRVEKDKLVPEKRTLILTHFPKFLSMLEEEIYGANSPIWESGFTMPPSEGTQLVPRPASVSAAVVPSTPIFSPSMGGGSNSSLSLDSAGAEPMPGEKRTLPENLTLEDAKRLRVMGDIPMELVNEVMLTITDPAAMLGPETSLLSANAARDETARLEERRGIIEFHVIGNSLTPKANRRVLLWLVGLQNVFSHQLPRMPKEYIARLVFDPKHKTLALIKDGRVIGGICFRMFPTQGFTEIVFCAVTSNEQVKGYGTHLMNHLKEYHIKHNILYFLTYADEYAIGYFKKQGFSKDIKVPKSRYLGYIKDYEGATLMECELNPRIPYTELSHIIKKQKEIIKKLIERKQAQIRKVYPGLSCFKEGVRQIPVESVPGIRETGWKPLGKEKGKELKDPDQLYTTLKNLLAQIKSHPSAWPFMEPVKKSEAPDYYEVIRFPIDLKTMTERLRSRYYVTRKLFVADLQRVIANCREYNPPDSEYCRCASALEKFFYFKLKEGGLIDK
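Titration-based screen in which CoA formation is detected via maleimide probe ThioGlo1 (50uM) turning fluorescent on thiol reaction; substrates H3(1-25) 75uM and acetyl-CoA 70uM, GCN5L2 20nM, 20 min incubation at room temperature.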
Numbers without * were called inactive; ? = inconclusive; . = no result given. Calls come from the whole dose curve; as a rule, active = well fitted curve in the direction sought with a large enough effect; inconclusive = small, poorly fitted or top-dose-only effect, or another doubt; inactive = no such curve, though single readings can be large; an effect the other way counts as inactive or inconclusive. % is set by controls: 0 for no effect and ±100 for the full control effect; potency is the fitted concentration of half-maximal effect.

mol	TDP1 cell noCPT	TDP1 cell CPT	GCN5L2 inh
CCOC(=O)c1c(C)[nH]c(C(=O)OCC(=O)N(C)CC(=O)Nc2ccccc2Cl)c1C	?	?	-4.6%
CCOc1ccc(S(=O)(=O)NCc2cccs2)cc1	-18.2%	-13.5%	-2.0%
C=CCOC(=O)Nc1ccc(Cl)cc1NC(=O)OCC=C	-18.4%	-19.5%	-0.1%
O=C(COC(=O)Cn1cnc2ccccc21)NCc1ccc(F)cc1	0.0%	-3.0%	-9.5%
O=C(CCN1C(=O)/C(=C\C=C\c2ccccc2)SC1=S)Nc1cccc(C(=O)O)c1	15.9%	28.9%	-25.2%
O=C(Cc1ccc(-c2ccccc2)cc1)N1CCOCC1	?	-11.4%	-5.0%
COc1cc(Cl)c(S(=O)(=O)NCc2cccnc2)cc1Cl	-8.4%	?	1.7%
Nn1c(SCC(=O)Nc2nccs2)nnc1-c1ccccn1	-0.3%	16.2%	-1.5%
O=C(C1=NNCC1c1ccccc1)C1OC1c1ccccc1 (configuration not stated)	?	-18.1%	-4.1%
CCOc1cccc(C2C(C(=O)c3ccc(C)o3)=C(O)C(=O)N2c2nccs2)c1 (configuration not stated)	?	-9.7%	-10.3%
O=C(CCC(=O)N1CC2CCCN2c2ccccc21)NCc1ccccc1Cl (configuration not stated)	16.4µM*	?	-8.7%
CCOC(=O)CC1C(=O)NCCN1S(=O)(=O)c1cc(Cl)c(Cl)cc1Cl (configuration not stated)	?	-0.3%	1.0%
CC1CCCN(c2ccc(C(=O)NCCc3ccccc3)cn2)C1 (configuration not stated)	?	?	0.0%
Nn1c(-c2cccs2)nc2sc3c(c2c1=O)CCCC3	?	?	-13.5%
CN1c2ccccc2C(C)(C)[C@]12C=Cc1cc(O)ccc1O2	7.31µM*	2.59µM*	-12.2%
CN(CCc1cnn(C)c1)C(=O)CCc1nnc(CCCc2ccccc2)o1	-4.6%	11.5%	-15.8%
CCOC(=O)C(NC(=O)Nc1ccc(C(N)=O)cc1)(c1ccccc1)C(F)(F)F (configuration not stated)	9.3%	7.1%	-0.7%
COc1ccc(Nc2nc(-c3c(C)nc4ncccn34)cs2)cc1	0.0073µM*	0.0092µM*	-3.3%
O=C(Nc1nc2c(s1)CCCC2)c1cc(-c2ccccc2)nc2ccccc12	?	?	-6.2%
Cc1cccc(OCCCC(=O)Nc2nc3ccccc3[nH]2)c1	?	0.3%	-0.9%
O=C(OCCN(CCOC(=O)c1ccncc1)S(=O)(=O)c1cccs1)c1ccncc1	-4.6%	-1.4%	-3.2%
Cc1nn(-c2ccc(Cl)cc2Cl)c(=O)c2ccccc12	-28.1%	-20.4%	3.8%
CC(=O)N1CCOc2ccc(S(=O)(=O)NCCc3ccc(S(N)(=O)=O)cc3)cc21	-9.6%	?	-0.6%
Cc1ccc(C)c(SCC(=O)NNC(=O)c2ccccc2)c1	?	5.7%	2.6%
CC(C)C(NC(=O)c1ccc(F)cc1)C(=O)N1CCN(C(=O)c2ccco2)CC1 (configuration not stated)	-26.6%	-3.0%	-1.4%
COc1cccc(NC(=O)CN(C)C(=O)CC(C)c2ccccc2)c1 (configuration not stated)	6.5%	-10.5%	-0.1%
C1COCCNCCOCCOCCOCCN1	-10.6%	3.5%	0.6%
O=C(COc1ccc(F)cc1)NCCNC(=O)COc1ccc(F)cc1	26.8%	-5.4%	-5.6%
Cn1c2c(c(=O)n(C)c1=O)CN(CCN1CCNCC1)CN2	-5.0%	-17.9%	-4.1%
Cc1cc(=O)c(C(=O)Nc2cccc(N3CCCC3=O)c2)nn1-c1ccccc1F	-10.6%	9.5%	0.4%
COc1cc(C(=O)COC(=O)c2c(C)noc2C)cc(OC)c1OC	-2.4%	8.1%	-2.6%
CCOc1ccc(-n2c(SCC(=O)N3CCCc4ccccc43)nc3c([nH]c4ccccc43)c2=O)cc1	-12.9%	-24.0%	-2.1%
O=C(Nc1nc2c(s1)CCCC2)c1cc2n(n1)C(C(F)(F)F)CC(C1CC1)N2 (configuration not stated)	?	-24.9%	-3.9%
CNC(=S)Nc1cc(C(=O)N2CCCC2)ccc1N1CCCC1	-4.0%	-2.6%	-8.0%
Cc1ccc(CNC(=O)CNC(=O)c2c(C)nn(C)c2Cl)cc1	7.3%	2.2%	-1.6%
COc1cccc(NC(=O)N(CCC(C)C)C2CCN(C(C)C)CC2)c1	?	-5.5%	-5.9%
CC(=O)c1ccc(NC(=O)c2ccc([N+](=O)[O-])o2)cc1	1.84µM*	2.06µM*	-14.6%
O=C(Nc1ccc2snnc2c1)Nc1cccc2ccccc12	?	23.1µM*	2.0%
C=CCNc1nc(NCC)nc(N2CCOCC2)n1	-24.6%	-26.4%	?
c1ccc2c(c1)ncn2-c1cncnc1	-3.9%	-13.8%	.
COc1ccc(S(=O)(=O)N2CCCCCC2)cc1NC(=O)Cc1ccccc1	8.7%	2.9%	-4.6%
COC(=O)CSC1=C(C#N)C(c2ccc(C)o2)CC(=O)N1 (configuration not stated)	2.91µM*	14.6µM*	-7.3%
CN1C(=O)C(=O)/C(=C(/O)c2ccccc2)C1c1ccccc1 (configuration not stated)	3.9%	1.9%	-7.4%
CCOC(=O)N1CCC(=NNS(=O)(=O)c2cccc([N+](=O)[O-])c2)CC1	-11.2%	-19.1%	-4.6%
CC(C)(CO)NCc1cccs1	?	-7.3%	4.9%
CC(C)COc1ccc(C(=O)N2CCN(CCc3ccncc3)CC2)cc1	?	?	-6.3%
CCOC(=O)/C=c1\s/c(=C\c2ccc3cc(OC)ccc3c2)c(=O)n1CC(=O)NCC1CCCO1 (configuration not stated)	6.51µM*	9.2µM*	-0.3%
C#CCOc1ccc(Cl)cc1/C=C1/C(=O)ON=C1C	?	23.1µM*	1.9%
COc1ccccc1-c1nn(Cc2ccccc2)cc1/C=C/C(=O)O	-1.2%	-0.3%	-5.8%
O=C(CCCN1C(=O)/C(=C\c2cccs2)SC1=S)Nc1cccnc1	3.3%	-16.2%	-11.4%
CCOc1ccc2nc(SCC(=O)N(CCOC)c3c(N)n(Cc4ccccc4)c(=O)[nH]c3=O)[nH]c2c1	-10.2%	-12.2%	-0.5%
O=C(O)c1ccccc1-c1cn2cc(Cl)ccc2n1	-6.8%	-0.4%	-3.7%
Clc1cccc(-c2nc(-c3ccccn3)no2)c1	?	-20.7%	-14.3%
CCn1cc([N+](=O)[O-])c(C(=O)Nc2ccn(Cc3ccccc3)n2)n1	-2.6%	-12.1%	-8.5%
O=C1c2ccccc2C2(c3ccccc3)N1CCN2C(=O)C(Cl)(Cl)Cl (configuration not stated)	?	-24.4%	-1.4%
CCCC(=O)Nc1cc(S(=O)(=O)N2CCOCC2)ccc1N1CCCCC1	?	-28.9%	1.7%

The list continues:
mol	TDP1 cell noCPT	TDP1 cell CPT	GCN5L2 inh
O=C(CCc1ccc(S(=O)(=O)N2CCOCC2)cc1)Nc1cc(Cl)ccc1N1CCOCC1	?	?	2.9%
COc1cc(C2C(C#N)=C(N)Oc3n[nH]c(-c4cccs4)c32)cc(OC)c1O (configuration not stated)	-23.6%	?	-9.3%
CCN=c1sc(C(=O)OC)cc(=O)n1CC	-6.8%	-10.9%	-1.3%
CC(C)CNC(=O)C1(C)CCCN1C(=O)CSc1ccccc1 (configuration not stated)	-14.1%	-17.6%	.
CC(C)(C)NS(=O)(=O)c1ccc(/C=C/C(=O)O)cc1	-6.7%	0.8%	-2.8%
CC(C)NCC#CCOc1ccc(Cl)cc1	?	-26.7%	1.8%
Cn1cc(S(=O)(=O)NC[C@H]2O[C@@H](n3ccc(=O)[nH]c3=O)[C@H](O)[C@@H]2O)cn1	-1.2%	14.2%	.
CC(C)CCNC(=O)CC1C(=O)N(Cc2ccccc2)C(C)c2nc3ccccc3n21 (configuration not stated)	-18.9%	-13.9%	-0.5%

3 compounds from above, arranged by length of the SMILES, largest number first:
mol	TDP1 cell noCPT	TDP1 cell CPT	GCN5L2 inh
CCOc1ccc2nc(SCC(=O)N(CCOC)c3c(N)n(Cc4ccccc4)c(=O)[nH]c3=O)[nH]c2c1	-10.2%	-12.2%	-0.5%
Cc1ccc(C)c(SCC(=O)NNC(=O)c2ccccc2)c1	?	5.7%	2.6%
Nn1c(-c2cccs2)nc2sc3c(c2c1=O)CCCC3	?	?	-13.5%

The list goes on.
mol	TDP1 cell noCPT	TDP1 cell CPT	GCN5L2 inh
Nc1cc(OC(=O)c2ccccc2Br)nn1S(=O)(=O)c1ccccc1	?	-14.2%	-10.6%
O=C1Nc2cc(C(=O)NCCCN3CCCC3)ccc2S/C1=C/c1ccccc1F	?	18.4µM*	-5.6%
CN1C(=O)CC(Nc2cccc3cccc(N)c23)C1=O (configuration not stated)	-3.2%	-0.6%	-8.6%
CCOc1cc(C=O)cc(Br)c1OCC(N)=O	5.17µM*	5.8µM*	2.5%
COc1cc(OC)cc(-c2nnc(SCC(=O)N3CCC(C)CC3)o2)c1	?	?	-6.0%
O=C(CN1C(=O)NC2(CCc3ccccc32)C1=O)c1c[nH]c2ccccc12 (configuration not stated)	-16.0%	-3.1%	-7.4%
Cc1c(NC(=O)c2cccnc2C(=O)O)cccc1C(=O)O	14.0%	-17.4%	0.6%
COC(=O)c1sccc1NC(=O)C1CC1	-26.2%	13.0%	-3.9%
CC(=O)N(c1ccccc1)c1nc(/C=C/C(=O)Nc2c(C)cc(C)cc2C)cs1	?	-18.3%	-0.2%
Cc1nnc(N(Cc2ccco2)C(=O)c2ccno2)s1	-13.2%	-9.0%	-2.9%
Cc1cccc(S(=O)(=O)c2cn(Cc3ccccc3)c3cc(N4CCOCC4)c(F)cc3c2=O)c1	20.6µM*	6.51µM*	-5.2%
Cc1cccc(N=C(NO)c2nonc2N)c1	-13.5%	-3.6%	0.6%
COc1ccc(CC(=O)NCc2nc(-c3ccccc3)no2)cc1	-6.0%	4.3%	5.5%
OCCNc1nc(-c2ccccc2)nc2c1oc1ccccc12	?	?	0.0%
COc1ccc(NC(=O)CC2C(=O)N(CCc3ccccc3)C(=S)N2Cc2cccnc2)cc1 (configuration not stated)	?	?	-8.0%
CC1CCCCN1C(=O)c1ccc2c(c1)N(Cc1ccc(F)cc1)C(=O)c1ccccc1S2(=O)=O (configuration not stated)	18.4µM*	?	-11.9%
Cc1ccc(C)c(NC(=O)CN(CCc2ccccc2)S(=O)(=O)c2ccccc2)c1	?	?	-10.8%
COc1ccc(-n2ncc3c(N4CCc5ccccc54)ncnc32)cc1	?	-27.5%	.
COc1ccc(CCNC(=O)CC(c2ccccc2)c2cc(C)ccc2O)cc1OC (configuration not stated)	13µM*	25.9µM*	-29.6%
Cc1cccc(N2CCN(C(=O)Cn3nc(Cc4cccnc4)c4ccccc4c3=O)CC2)c1C	8.2µM*	13µM*	-3.3%
COC(=O)c1ccc2nc(-c3ccc(Cl)cc3)c(Cc3ccc(OC)cc3C)n2c1	?	?	.
CC12CCC(O)CC1=CCC1C2CCC2(C)C3=NN=CC3CC12 (configuration not stated)	?	-16.5%	.
OC(c1cccc(Cl)c1)c1nc(-c2ccccc2)cs1 (configuration not stated)	-19.0%	?	.
COc1cccc(-c2cc(NC=O)c3ncc(-c4cccc(C(=O)NCCN(C)C)c4)n3c2)c1	?	?	.
Cc1ccccc1OCC1Cn2c(nc3c2c(=O)[nH]c(=O)n3C)O1 (configuration not stated)	?	?	-8.3%
CO[C@H]1CN(C)C(=O)c2cc(NC(=O)c3ccccc3)ccc2OC[C@H](C)NC[C@@H]1C	1.5%	-15.5%	.
CCOc1ccc(NC(=O)CN(C)C(=O)c2cccnc2SC)cc1OCC	-10.7%	-17.3%	-1.2%
O=C1[C@@H]2Cc3c([nH]c4ccccc34)C(c3cccc([N+](=O)[O-])c3)N2C(=O)CN1CCCO (some centres not stated)	-5.2%	-20.7%	-0.9%
COc1ccc(C2c3ccc(O)cc3Oc3ncn4nc(-c5ccccn5)nc4c32)cc1OC (configuration not stated)	18.4µM*	23.1µM*	-7.2%
COc1ccc(C2CC(=O)c3cc(-c4nc(-c5cccc([N+](=O)[O-])c5)cs4)c(=O)n(-c4cc(C)cc(C)c4)c3C2)cc1 (configuration not stated)	-6.1%	-6.3%	1.3%
C=CCOc1ccc(/C=N/NC(=O)C(=O)N2CCCCCC2)cc1OC	-11.7%	4.5%	-2.8%

Assay outcomes as filed in PubChem.
